# ERa SRC1 inh: ERα–SRC-1 coactivator interaction inhibitors, primary screen, biochemical, TR-FRET, ERα LBD, estradiol-bound | TR-FRET ER-alpha LBD / SRC-1 peptide | inhibition, % at 25.6 µM | 86,000 compounds, 1.7% hits | AID 629, 2007; in the data active = inhibition above about 50%;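 also: 0% = receptor plus peptide control and 100% = peptide only without receptor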
# Target sequence (P03372 whole entry, looked up, the tested form may be a part): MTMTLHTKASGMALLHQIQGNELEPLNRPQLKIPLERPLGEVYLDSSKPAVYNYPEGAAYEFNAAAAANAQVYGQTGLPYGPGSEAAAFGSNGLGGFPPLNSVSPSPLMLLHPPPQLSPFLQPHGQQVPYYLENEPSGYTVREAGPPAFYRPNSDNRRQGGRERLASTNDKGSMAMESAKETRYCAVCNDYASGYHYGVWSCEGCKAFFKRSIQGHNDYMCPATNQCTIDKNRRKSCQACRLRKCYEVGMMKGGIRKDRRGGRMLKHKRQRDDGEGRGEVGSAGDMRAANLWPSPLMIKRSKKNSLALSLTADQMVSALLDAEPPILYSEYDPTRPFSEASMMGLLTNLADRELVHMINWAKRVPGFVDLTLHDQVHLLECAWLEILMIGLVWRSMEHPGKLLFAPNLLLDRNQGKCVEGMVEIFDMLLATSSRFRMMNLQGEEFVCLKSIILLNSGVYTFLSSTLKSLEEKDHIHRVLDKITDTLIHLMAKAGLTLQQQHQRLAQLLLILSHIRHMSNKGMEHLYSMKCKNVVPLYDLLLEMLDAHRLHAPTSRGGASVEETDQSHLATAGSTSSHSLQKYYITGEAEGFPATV
# HUVEC inhibit: inhibitors of HUVEC proliferation, primary screen, cell-based, 384-well; viability, % at 10 µM (by protocol); 86,000 compounds, 1.1% hits; CellTiter-Glo luminescence, 72 h; hits give low values; AID 648, 2007;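 active = viability at or below 30%; inactive = viability above 30%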;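 also: 100% = median luminescence of DMSO-only cell control wells on each plate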
# Mac1 fbg enh: enhancers of CD11b/CD18 adhesion to fibrinogen, primary screen, K562 cells, luminescence; Integrin beta-2 (Homo sapiens) + Integrin alpha-M (Homo sapiens), P05107+P11215; ATPlite luminescence; activation, % at 10 µM; 93,000 compounds, 0.07% hits; AID 1499, 2009;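 active = 10 µM primary screen giving 50% or more activity, confirmed by 40% or more on retest at that dose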; also: strong numbers were not always called active
# ERb coact inh: inhibitors of ERβ-SRC1 coactivator interaction, primary screen, biochemical, TR-FRET, ERβ LBD, SRC-1 peptide | Estrogen receptor beta (Homo sapiens), Q92731 | TR-FRET ER-beta LBD / SRC1-Cy5 peptide binding; receptor agonist-loaded with 1 µM estradiol | inhibition, % at 25.6 µM | 86,000 compounds, 1.3% hits | AID 633, 2007;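 active = compounds whose percent inhibition of the receptor-coactivator binding signal exceeds about 50% in the single-dose screen, limit read from the data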;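 also: 0% = receptor plus peptide wells without compound and 100% = peptide-only wells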
# MT1-MMP txn act: MT1-MMP promoter reporter activation – cell-based, luciferase luminescence, primary screen; HT1080 MT1-MMP promoter luciferase reporter, overnight; hits give high values; activation factor at 10 µM; 86,000 compounds, 0.16% hits; AID 750, 2007;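 active = activation factor of at least 2 for MT1-MMP transcription at 10 µM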
# Smad3 FoxH1 inh: Smad3/FoxH1 peptide binding inhibitors, primary screen, biochemical, TR-FRET; AID 630, 2007; inhibition, % at 25 µM; Mothers against decapentaplegic homolog 3 (Homo sapiens), P84022; TR-FRET Smad3/Dy647-FoxH1 peptide binding, europium anti-His; 88,000 compounds, 0.29% hits;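 active = compounds that reduce the energy-transfer binding signal between the protein and its labelled peptide by more than half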;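 also: 0% = Smad3 plus labelled peptide maximal FRET and 100% = peptide-only background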
# Target sequence (P84022 whole entry, looked up): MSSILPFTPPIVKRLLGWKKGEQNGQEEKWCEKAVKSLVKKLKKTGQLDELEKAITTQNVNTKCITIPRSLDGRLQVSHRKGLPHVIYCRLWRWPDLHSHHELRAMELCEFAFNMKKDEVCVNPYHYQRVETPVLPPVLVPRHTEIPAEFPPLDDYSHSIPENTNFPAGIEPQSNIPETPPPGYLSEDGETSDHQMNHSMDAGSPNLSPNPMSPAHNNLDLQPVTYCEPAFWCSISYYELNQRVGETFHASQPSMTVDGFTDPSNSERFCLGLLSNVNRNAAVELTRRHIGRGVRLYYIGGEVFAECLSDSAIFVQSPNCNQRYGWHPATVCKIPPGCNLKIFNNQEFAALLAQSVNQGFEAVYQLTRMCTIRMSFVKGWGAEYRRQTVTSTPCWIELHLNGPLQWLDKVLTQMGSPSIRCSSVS
# Lung fibro prol: antiproliferative effect on LL 47 fibroblasts – human, LL 47 cells, CellTiter-Glo luminescence, primary screen; 85,000 compounds, 1.1% hits; LL 47 human lung fibroblast viability, ATP luminescence; hits give low values; AID 719, 2007; viability, % at 10 µM;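 active = viability at or below 50% in the single dose screen; inactive = viability above 50%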;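 also: compound exposure lasted 72 h before the ATP readout; 100% = median luminescence of untreated cell-only wells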
#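 Assay system: human lung fibroblast line LL 47, low passage. Input: 1,150 fibroblasts seeded per well. Times: overnight cell rest, 72 h compound treatment at 37 °C. Evaluation: % viability of median cell-only signal. Technique: luminescent ATP detection, CellTiter-Glo. Control set: cell-only wells, no compound.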
# ERa coact pot: enhancers of ERα–SRC-1 coactivator binding, primary screen, biochemical, TR-FRET, ERα LBD, low estradiol. Estrogen receptor (Homo sapiens), P03372. TR-FRET ERalpha-LBD/SRC-Cy5 coactivator binding, 2 h; 100 = basal binding, no effect. coactivator binding (% of control), % at 25.6 µM. 86,000 compounds, 1.3% hits. AID 639, 2007; in the data active = activity above about 200%;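 also: binding measured in presence of low estradiol as agonist stimulus; 0% = peptide alone without receptor and 100% = receptor with peptide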
# H69AR growth 86K: proliferation blockers of H69AR lung cancer cells, primary screen, cell-based, human, 86K library; H69AR lung tumor viability, ATP luminescence, 72 h; hits give low values; viability, % at 10 µM; 85,000 compounds, 6% hits;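 active = viability at or below 40%; inactive = viability above 40%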;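 also: multidrug resistant small cell line overexpressing MRP-1 efflux transporter; 100% = mean luminescence of untreated control wells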
# * marks the source's active call; other numbers are inactive results; . = no result given; [ ] = another dose, or the depositor's remark. This is a subset; count on the stated rates, not on these rows.
SMILES,ERa SRC1 inh,HUVEC inhibit,Mac1 fbg enh,ERb coact inh,MT1-MMP txn act,Smad3 FoxH1 inh,Lung fibro prol,ERa coact pot,H69AR growth 86K
COc1ccc2[nH]c(C)c(C(=O)CN3CCOCC3)c2c1,2[fluorescence artefact?],98,2,0[fluorescence artefact?],1,2,105,83,96
Cc1ccc(C)c(N2CCN(CCCNC(=O)Cn3cc4c(n3)CCCCC4)CC2)c1,-3,22*,1,-9,1.1,0,84,117,50
C(=N\n1cnnc1)/c1ccccn1,5[fluorescence artefact?],95,-1,8[fluorescence artefact?],1,5,93,113,101
O=C1CN2C(=Nc3ccc(Cl)cc3C2c2ccccc2)CN1 (centres undefined),2,85,1,-8,1,-14,94,171,84
CC1(C)Cc2c(sc3c2c(=O)n(Cc2ccccc2)c2nncn32)CO1,-1,86,-2,-10,1,5,101,121,60
CCOC(=O)c1cnc2nc(NCc3ccc(OCc4ccccc4)cc3)[nH]n2c1=O,5,95,-1,2,1.1,6,100,92[fluorescence artefact?],100
CCn1c(-c2cccs2)nc2ccccc21,4,104,.,5,1.4,-1,96,90,94
COc1ccccc1-n1c(SCC(=O)NC2CCCCC2)nc2c(c1=O)SCC2,4[fluorescence artefact?],92,-4,1,1,-2,95,697*,79
Cc1ccc(NC(=O)CN(c2ccc(C)cc2)S(=O)(=O)c2cccc3nonc23)cc1,.,89,.,.,1.1,.,90,.,77
Cc1cc2c(c(=O)n1CCN(C)C)C(c1ccncc1)C(C#N)=C(N)O2 (centres undefined),-4[fluorescence artefact?],94,-2,-18,1.1,-1,99,106,106
COc1ccc(C(OC(=O)c2ccco2)C(=O)NCC2CCCO2)cc1 (centres undefined),-5,90,-2,-1,1.1,-2,91,113,.
O=C(C(c1ccccc1)c1ccccc1)N1CCN(CC(O)COc2ccccc2)CC1 (centres undefined),8,105,7,3,1.2,11,78,126,27*
O=C(CCS(=O)(=O)Cc1ccccc1)NC1CCCCC1,-10,94,-2,3,1,-4[fluorescence artefact?],87,141,94
CC(=O)c1c(C(C)=O)c(C)n(-c2nc(-c3ccc(C)c(C)c3)c(C)s2)c1C,6,113,-3,10[fluorescence artefact?],1.1,3,100,86,89
COc1ccc(C2c3sc(=O)[nH]c3SC3C4CCC(C4)C23)cc1 (centres undefined),28,90,-1,12,1.1,-8,103,39[fluorescence artefact?],77
Cn1ncc2c1ncn1nc(CCc3ccccc3)nc21,-11,94,7,-17[fluorescence artefact?],1.5,11,104,101,101
CCn1c(SCC(=O)c2cc(C)n(C)c2C)nnc1-c1ccccc1,-9,99,-3,-7,1.3,-5,97,88,68
CCOC(=O)N1CCN(C(=O)CS(=O)(=O)c2cn(Cc3cccc(F)c3)c3ccccc23)CC1,13,93,2,9[fluorescence artefact?],.,-18,99,87,62
O=C1CC(Nc2ccc(N3CCOCC3)cc2)C(=O)N1c1cccc(C(F)(F)F)c1 (centres undefined),-6,102,-4,7[fluorescence artefact?],1.1,-21,103,90,98
CCN(CC)c1ccc(NC(=O)c2cc(Cl)ccc2OC)cc1,5,31,-6,0,1.5,6,74,102,48
CC1CCCC(C)N1NC(=O)c1ccc(Cl)c(S(N)(=O)=O)c1 (centres undefined),3,95,-4,1,1.2,5,98,104,100
CCN1CCN(CCCNc2ncnc3nc[nH]c23)CC1,-2,87,0,-5,0.9,2,88,119,108
Cc1noc(NS(=O)(=O)c2ccc(NC(=O)CCC3CCCCC3)cc2)c1C,-6,94,-2,-11,1.1,-8,91,128,112
CC(C)Oc1ccc(/C(O)=C2/C(=O)C(=O)N(CCN(C)C)C2c2ccco2)cc1 (centres undefined),-3,102,6,0,1.5,-9[fluorescence artefact?],106,113[fluorescence artefact?],102
CC1CC(C)CN(S(=O)(=O)c2ccc3c(c2)oc(=O)n3CC(=O)N2CCOCC2)C1 (centres undefined),6[fluorescence artefact?],100,27,-10,1.1,7,100,110,93
CCCn1c2ccccc2c2cc(C(=O)O)ccc21,-9,101,-5,8,1.4,6,91,103,52
Cc1cc(NCCCN2CCOCC2)n2nc(C)c(-c3ccc(F)cc3)c2n1,2,73,-3,0,.,8,80,120,15*
NC(=O)c1ccccc1OCC(=O)NC12CC3CC(CC(C3)C1)C2,-1,106,-3,-6,1.2,5,91,92,85
CCOC(=O)c1c(NC(=O)C2CCCO2)sc2c1CCC2 (centres undefined),-19,84,2,4[fluorescence artefact?],.,-13,87,114[fluorescence artefact?],92
COc1ccc(NC(=O)CSc2nccn2-c2ccccc2)c(OC)c1,-44,95,.,-25,1.2,5,97,91,85
O=C(c1cccc(F)c1)N1CCc2ccccc21,4,87,1,-14,1.1,10,88,155,98
CCCCNC(=O)OC(C)CNC(=O)Oc1cccc(C)c1 (centres undefined),-1,90,-4,-10,1.1,-5,96,111,85
CCOC(=O)CNC(=O)Nc1ccccc1C(=O)OC,2,97,0,-15,.,5,101,119,93
O=C1c2ccccc2NC(c2c(Cl)cccc2Cl)N1Cc1ccccc1 (centres undefined),-6,86,-1,4,1.1,5,94,96,97
CCN1C(=O)c2ccccc2S(=O)c2ccc(C(=O)N3CCCCCC3)cc21 (centres undefined),-2,94,3,-4,1.1,-8,84,123,75
CCOC(=O)c1ccccc1OCc1cc(/C=N/n2cncn2)ccc1OC,2,81,.,0[fluorescence artefact?],1.1,0,99,104,34*
CCOCCc1nnc(NC(=O)C(CC)c2ccccc2)s1 (centres undefined),7[fluorescence artefact?],95,-4,2[fluorescence artefact?],1,2,103,115,95
O=C(O)C1(c2cccc(Cl)c2)CCC1,-2,93,7,-4[fluorescence artefact?],1.2,8,97,110,104
Nc1nc(SCc2ccc(Cl)cc2Cl)n[nH]1,-10,97,2,-10,1.5,2,99,100,82
Cc1ccc(NC(=O)c2cc(NC(=O)c3ccco3)ccc2N2CCOCC2)cc1Cl,1,85,-2,4,1.1,8,91,118,67
CCCN(CCC)c1nc2ccccc2n2c(C)nnc12,-14,97,2,-26,1.1,6,95,94,103
CC(=O)c1c(C)[nH]c(C(=O)N2CCN(c3ncccn3)CC2)c1C,-3,93,0,11[fluorescence artefact?],1.1,-21,91,99,90
CCc1ccc(CNC(=O)c2cc3c(C)nc4ccccc4c3o2)cc1,15,86,-8,60*[fluorescence artefact?],.,-18[fluorescence artefact?],102,64[fluorescence artefact?],98
O=C(Oc1cccc(C(=O)N2CCOCC2)c1)c1ccc(Br)cc1,-10,98,1,-1,1.2,5,92,109,104
COC(=O)c1sc(NC(=O)C(C)C)c(C(=O)OC)c1C,-5,94,0,-3,1.1,-6,103,142,83

# Part of the list above in order of SMILES length, lowest first:
SMILES,ERa SRC1 inh,HUVEC inhibit,Mac1 fbg enh,ERb coact inh,MT1-MMP txn act,Smad3 FoxH1 inh,Lung fibro prol,ERa coact pot,H69AR growth 86K
O=C(O)C1(c2cccc(Cl)c2)CCC1,-2,93,7,-4[fluorescence artefact?],1.2,8,97,110,104
Nc1nc(SCc2ccc(Cl)cc2Cl)n[nH]1,-10,97,2,-10,1.5,2,99,100,82
CCCN(CCC)c1nc2ccccc2n2c(C)nnc12,-14,97,2,-26,1.1,6,95,94,103
CCOCCc1nnc(NC(=O)C(CC)c2ccccc2)s1 (centres undefined),7[fluorescence artefact?],95,-4,2[fluorescence artefact?],1,2,103,115,95
CCCCNC(=O)OC(C)CNC(=O)Oc1cccc(C)c1 (centres undefined),-1,90,-4,-10,1.1,-5,96,111,85
COC(=O)c1sc(NC(=O)C(C)C)c(C(=O)OC)c1C,-5,94,0,-3,1.1,-6,103,142,83
O=C1c2ccccc2NC(c2c(Cl)cccc2Cl)N1Cc1ccccc1 (centres undefined),-6,86,-1,4,1.1,5,94,96,97
CCOC(=O)c1ccccc1OCc1cc(/C=N/n2cncn2)ccc1OC,2,81,.,0[fluorescence artefact?],1.1,0,99,104,34*
CC(=O)c1c(C)[nH]c(C(=O)N2CCN(c3ncccn3)CC2)c1C,-3,93,0,11[fluorescence artefact?],1.1,-21,91,99,90
CCN1C(=O)c2ccccc2S(=O)c2ccc(C(=O)N3CCCCCC3)cc21 (centres undefined),-2,94,3,-4,1.1,-8,84,123,75
Cc1ccc(NC(=O)c2cc(NC(=O)c3ccco3)ccc2N2CCOCC2)cc1Cl,1,85,-2,4,1.1,8,91,118,67

# The list continues.
SMILES,ERa SRC1 inh,HUVEC inhibit,Mac1 fbg enh,ERb coact inh,MT1-MMP txn act,Smad3 FoxH1 inh,Lung fibro prol,ERa coact pot,H69AR growth 86K
CC(C)[C@H](NC(=O)Nc1ccc(Oc2ccccc2)cc1)C(=O)O,-11,103,1,-1[fluorescence artefact?],1,-2,105,120,93
COc1ccc(OC)c(NC(=O)CCCN2C(=O)C3C4C=CC(C4)C3C2=O)c1 (centres undefined),-15,97,2,-2,1.4,-4,107,119,97
O=C(CN1CCN(c2ccccc2)CC1)Nc1ccc(OCc2ccccc2)cc1,-2,108,-1,-5,1.2,5,96,103,103
COc1ccccc1OCCNC(=O)c1ccccc1C,-3,104,-1,1,1.3,6,105,113,97
COCCNc1nc2c(c(=O)n(Cc3ccc(OC)cc3)c(=O)n2C)n1C,6[fluorescence artefact?],96,0,8[fluorescence artefact?],1.1,-8[fluorescence artefact?],95,112,99
COCCCN1C(=O)C(=O)/C(=C(/O)c2ccc3c(c2)CC(C)O3)C1c1cccnc1 (centres undefined),-2,97,4,9,1,-5,94,80[fluorescence artefact?],96
CC(C)C(C)(C#N)NC(=O)CSc1nnc(-c2ccncc2)n1Cc1ccccc1 (centres undefined),-6,100,2,-10[fluorescence artefact?],1.1,9,98,115[fluorescence artefact?],94
Cc1ccccc1NC(=S)C1=C(O)c2sccc2N(C)S1(=O)=O,-8,100,-4,-14,1.3,11,103,98,107
COc1ccc(CC(=O)Nc2ccc(-c3noc(COc4ccccc4C)n3)cc2)cc1,22[fluorescence artefact?],97,10,11[fluorescence artefact?],1,6,102,124[fluorescence artefact?],84
COCCNCC#CCOc1ccc(OC)cc1,-2,89,-3,-1,1.1,-1,103,98,86
CCc1cccc(NC(=O)c2ccc(Br)o2)c1,-10,85,1,-3[fluorescence artefact?],1.6,6,104,98,100

# Screens deposited in PubChem by several laboratories.
